Bioassay records deposited in PubChem BioAssay by National Center for Advancing Translational Sciences (NCATS).
RXFP1 antagonist: qHTS Assay for Antagonists of the Relaxin Receptor RXFP1. Relaxin receptor 1 (Homo sapiens), Q9HBX9. HEK293-RXFP1, relaxin-stimulated cAMP HTRF, 30 min; active compounds read low. activity change, negative = inhibition, % at 57.5 µM. hit rate 0.59% among 350,000. AID 1259400, 2018;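 active = activity change of -60% or lower, but not beyond a set lower limit; inconclusive = change between -60% and -40%, or beyond the set limit; inactive = change above -40%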; also: % is scaled to controls: 0 for no effect and ±100 for the full control effect
D1 agonist: Allosteric Agonists of the Human D1 Dopamine Receptor: qHTS. D(1A) dopamine receptor (Homo sapiens), P21728. HEK293 T-REx D1 cells, calcium flux, agonist mode. activation, % at 2 µM. hit rate 1% among 360,000. AID 504660, 2011; in the data active = activation above about 30%; also: 0% is about no effect
Target sequence (P21728 whole entry, looked up): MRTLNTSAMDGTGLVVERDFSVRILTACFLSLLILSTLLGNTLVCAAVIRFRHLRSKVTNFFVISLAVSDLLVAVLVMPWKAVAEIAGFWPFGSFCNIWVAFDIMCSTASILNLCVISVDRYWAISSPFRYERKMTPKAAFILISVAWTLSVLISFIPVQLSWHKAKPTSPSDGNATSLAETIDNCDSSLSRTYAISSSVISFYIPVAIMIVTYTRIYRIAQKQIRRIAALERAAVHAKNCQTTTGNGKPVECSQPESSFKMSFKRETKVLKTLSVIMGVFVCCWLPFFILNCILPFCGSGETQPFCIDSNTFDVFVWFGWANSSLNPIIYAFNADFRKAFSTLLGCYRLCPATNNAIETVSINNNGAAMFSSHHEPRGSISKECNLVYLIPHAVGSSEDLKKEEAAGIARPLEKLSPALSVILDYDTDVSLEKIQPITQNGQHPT
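Agonism was scored from calcium flux recorded over 180 s (1 read/s) after pintool compound addition, following a 10-cycle baseline. Cells were inducible force-coupled HEK293 TREx D1, plated overnight at 30 C and loaded with no-wash calcium dye.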
D1 PAM: Potentiators of Human D1 Dopamine Receptor: qHTS | HEK293 TREx D1 cells, calcium flux, dopamine EC20 potentiation | potentiation, % at 10 µM | hit rate 0.036% among 360,000 | D(1A) dopamine receptor (Homo sapiens), P21728; in the data active = potentiation above about 30%; also: 0% is about no effect
D2 PAM: HTS Assay for Positive Allosteric Modulators of the Human D2 Dopamine Receptor: Primary Screen for Potentiators; AID 485347, 2010; potentiation, % at 10 µM; hit rate 0.34% among 340,000; HEK293 T-REx D2, calcium flux, EC20 dopamine potentiation;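 active = potentiation over 3 SD above the plate norm, cut at about 30% in these data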; also: 0% is about no effect
Target sequence (P14416 whole entry, looked up): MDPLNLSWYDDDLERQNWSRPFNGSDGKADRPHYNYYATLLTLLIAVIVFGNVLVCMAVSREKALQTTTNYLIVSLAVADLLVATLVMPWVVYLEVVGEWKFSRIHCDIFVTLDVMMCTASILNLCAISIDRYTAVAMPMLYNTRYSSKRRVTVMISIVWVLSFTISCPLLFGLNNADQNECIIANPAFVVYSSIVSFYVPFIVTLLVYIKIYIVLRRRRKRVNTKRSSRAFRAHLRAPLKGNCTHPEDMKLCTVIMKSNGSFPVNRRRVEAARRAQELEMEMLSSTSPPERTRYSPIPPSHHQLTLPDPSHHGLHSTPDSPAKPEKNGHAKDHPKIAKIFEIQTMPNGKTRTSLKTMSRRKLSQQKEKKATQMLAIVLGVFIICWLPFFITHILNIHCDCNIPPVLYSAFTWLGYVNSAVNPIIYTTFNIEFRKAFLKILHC
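Calcium flux readout, no-wash dye, 1 read/s. Inducible HEK293 Trex D2 line, overnight 30 C. Compound alone 180 s (agonist flags), then EC20 dopamine, another 180 s to score potentiation.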
RXFP1 ag: qHTS Assay for Agonists of the Relaxin Receptor RXFP1. Potency, µM (doses to about 57.5 µM), for inactives: at the top dose activation, hits mostly activators. AID 2676, 2010. hit rate 0.3% among 370,000. HEK293T-RXFP1 cAMP TR-FRET, 30 min; response scale: percent of porcine relaxin response, buffer zero; also: potency is read from the fitted curve at half-maximal effect; % is scaled to controls: 0 for no effect and ±100 for the full control effect; nearly all actives have a fitted effect of over 60% in size; many of its hits are not listed in these tables
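Agonist response is measured as cAMP accumulation in an RXFP1-transfected HEK293T line under PDE4 inhibition. Values are scaled between buffer-only and 29 nM porcine relaxin, and EC50s come from standard Hill equation fits.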
TRHR agonist: qHTS for Small Molecule Agonists and Allosteric Enhancers of Human TRH Receptor: Primary Screen for Agonists. TRHR cells, calcium flux fluo-8, FDSS agonist mode. activation, % at 2 µM. hit rate 0.18% among 360,000. AID 493084, 2011; in the data active = activation above about 30%; also: 0% is about no effect
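Agonist-mode FDSS calcium read (Ex 480/Em 530, 1 s cycles) in 1536-well TRHR cells with fluo-8 dye, after 10-cycle baseline and 23 nL compound addition; TRH at EC20 (10 nM final) added afterwards for the enhancer phase.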
TRHR enhancer: qHTS for Small Molecule Agonists and Allosteric Enhancers of Human TRH Receptor: Primary Screen for Enhancers; enhancement, % at 2 µM; hit rate 0.66% among 360,000; Thyrotropin-releasing hormone receptor (Homo sapiens), P34981; TRHR cells, fluo-8 calcium fluorescence, EC20 TRH enhancement; in the data active = enhancement above about 30%; also: 0% is about no effect
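TRHR-expressing cells loaded with fluo-8 calcium dye were read kinetically (ex 480/em 530) during compound addition, then stimulated with an EC20 of TRH (10 nM final). Enhancement of the Gq-mediated intracellular calcium response was scored.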
Apoferritin bind: qHTS Assay for Identification of Novel General Anesthetics; Ferritin light chain (Equus caballus), P02791; apoferritin/1-aminoanthracene competitive binding, fluorescence; Potency, µM (highest dose often 77.5 µM), without a hit: top-dose activity change, negative = displacement, usual class: inhibitors; hit rate 0.074% among 350,000; also: potency is read from the fitted curve at half-maximal effect; % is scaled to controls: 0 for no effect and ±100 for the full control effect; nearly all actives have a fitted effect of over 20% in size
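In PBS, apoferritin at 10 uM is loaded with 1-AMA from a 50% saturated solution. After 10 min of compound exposure at ambient temperature, reduced 535 nm fluorescence indicates probe displacement.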
D1 antagonist: Antagonist of Human D 1 Dopamine Receptor: qHTS. D(1A) dopamine receptor (Homo sapiens), P21728. HEK293 TREx D1 cells, calcium flux, dopamine EC80; active compounds read low. activity change, negative = inhibition, % at 10 µM. hit rate 3.2% among 360,000; in the data active = activity change below about -30%; also: % is scaled to controls: 0 for no effect and ±100 for the full control effect
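After overnight tetracycline induction at 30 C, force-coupled D1 HEK293 cells took up a no-wash calcium dye at room temperature. Compounds were added and monitored 180 s, and the response to EC80 dopamine was then recorded.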
* marks the source's active call; other numbers are inactive results; ? = inconclusive; nt = no result given; & = joins results of further samples; [ ] = another dose, or the depositor's remark. Unless noted, calls follow the shape of the dose curve; as a rule, active = well fitted curve in the direction sought with a large enough effect; inconclusive = small, poorly fitted or top-dose-only effect, or another doubt; inactive = no such curve, though single readings can be large; an effect the other way counts as inactive or inconclusive. This is a subset (hit frequency here may not be typical).

SMILES	RXFP1 antagonist	D1 agonist	D1 PAM	D2 PAM	RXFP1 ag	TRHR agonist	TRHR enhancer	Apoferritin bind	D1 antagonist
COc1ccc(-c2cnnn2-c2ccc(N)cc2)cc1OC	3	0	-8	-5	-0.1%	0.0	5	-4%	-17
C=CCNC(=O)c1cc2c(=O)n3ccccc3nc2s1	3	0	-2	7	27%	0.7	8	278%[activator]	6
CCN(CC)C(=O)C1CCN(S(=O)(=O)c2ccc3c(c2)CCCN3C(C)=O)CC1	-12	1	1	-1	1.0%	0.1	-5	-1%	1
Cn1c(CC(=O)Nc2ccccc2)nnc1SCCOc1ccccc1	-3	0	-4	-10	0.2%	0.1	4	-5%	-6
Cc1nnc(NC(=O)c2oc3cc(C)c(C)cc3c2C)s1	nt	1	nt	nt	0.0%	-0.5	10	-2%	-8
Cc1ccccc1CNC(=O)Cn1cnc(S(=O)(=O)N2CCCC2)c1	-9	3	6	3	-0.6%	0.7	0	-1%	0
Cc1ccc(NC(=O)Cn2cnc3c2c(=O)n(C)c(=O)n3C)cc1C	0	0	-6	-3	?	0.0	25	-2%	4
Cc1cc(C)cc(OCc2nnc(SCC(=O)Nc3ccccc3)o2)c1	-7	4	-1	1	-0.3%	0.3	13	5%	5
CCOC(=O)N1CCN(c2c(N3CCc4ccccc4C3)c(=O)c2=O)CC1	nt	3	-4	-1	1.9%	-0.9	-2	-8%	-4
CCCCc1nn2c(=O)cc(COC(=O)c3ccc(NC(=O)c4cccc(OC)c4)cc3)nc2s1	-2	-2	1	13	1.0%	-0.9	6	54%[activator]	-4
COc1ccc(CC(=O)NNC2=Nc3cccc4cccc2c34)cc1	-8	4	1	-23	3.3%	0.0	-5	-1%	14
c1ccc2c(c1)Cc1cc(CN3CCOCC3)ccc1-2	-11	7	-6	-12	-1.0%	-0.4	-2	-6%	-7
COc1ccc(-n2ncc3c(NCc4cccnc4)ncnc32)cc1	-12	0	-5	-7	-0.4%	0.4	-8	-10%	-8
CCOc1ccc(OCCCC(=O)NCCc2ccc(OC)cc2)cc1	5	2	-5	2	-3.1%	2.0	11	-8%	-5
CNC(=S)Nc1ccc(C)cc1	-11	1	-3	-3	6.4%	0.1	4	-3%	35
Cc1ccc(C(=O)N2C(=S)C(c3ccc(F)cc3)=NC23CCN(C)CC3)cc1	4	7	12	1	2.1%	0.6	-1	-1%	9
O=C(Cc1ccc(F)cc1)NCCS(=O)(=O)N1CCN(c2cccc(Cl)c2)CC1	-7	8	-10	-7	0.2%	0.1	8	nt	-9
NC(=O)C(Cc1ccccc1)N1C(=O)c2ccccc2C1=O (stereo unspecified)	2	7	-2	-8	2.3%	0.6	2	-3%	15
O=S(=O)(c1ccc(C(F)(F)F)cc1)N1CCN(CCc2ccccc2)CC1	-14	4	-2	-3	-3.5%	0.0	-2	-5%	-8
CCCc1cc(=O)oc2cc(C)cc(OCC(=O)N3CCC(C(N)=O)CC3)c12	nt	1	-3	21	0.8%	0.2	-4	-4%	4
CCCN(CCC)S(=O)(=O)c1ccc(C(=O)OCCN2C(=O)c3cccc4c(N5CCOCC5)ccc(c34)C2=O)cc1	5	113*	1	-3	1.6%	21	0	22%	-16
Cc1cc2ccccc2cc(C)c1=O	-2	-1	1	3	-2.3%	-0.7	-3	-20%	8
COc1ccc(N2C(=O)CCC(C(=O)N(C)C3CCCCC3)C2c2ccc(OC)c(OC)c2)cc1 (stereo unspecified)	2	1	-4	0	0.0%	-0.5	-1	-11%	1
Cc1ccc(NC2=Nc3ccccc3N3C2=Nc2c(c(C)nn2-c2ccccc2)C3c2ccc(O)c(O)c2)cc1 (stereo unspecified)	-6	4	4	-3	1.3%	4.7	6	-14%	-12
CC(C)C(NC(=O)c1ccc(F)cc1)C(=O)N1CCOCC1 (stereo unspecified)	3	5	3	6	-1.2%	0.6	-2	nt	-6
COc1ccc(OC)c(N/C(C)=C/C(=O)c2ccc(C)o2)c1	-4	2	-2	nt	-0.2%	-0.1	-3	-15%	2
CCn1c(=N)c(S(=O)(=O)c2ccccc2)cc2c(=O)n3ccccc3nc21	2	1	5	16	3.3%	-0.7	-4	5%	-11
O/N=C/c1cccc[n+]1CCCCCC[n+]1ccccc1/C=N/O	-10	2	-3	-3	5.6%	-2.1	1	-2%	7
CCn1cc(C(=O)N2CCN(Cc3ccc4c(c3)OCO4)CC2)c(=O)c2ccc(C)nc21	-26	2	-1	-24	0.0%	-1.6	7	-9%	-2
CC(C)c1ccc(CNCc2ccccc2)cc1	-11	50*	-3	-25	3.7%	1.3	-2	-17%	-7
CC(C)(C)C1(O)CC(C(F)(F)F)=NN1C(=O)CCCc1ccccc1 (stereo unspecified)	-24	4	1	-20	1.5%	1.2	1	-14%	-11
CCOc1ccc(N(CC(=O)N2CCN(C(=O)CN(c3ccc(OCC)cc3)S(C)(=O)=O)CC2)S(C)(=O)=O)cc1	-3	2	-4	1	-0.4%	-0.3	0	-13%	5
COc1ccc(CC(NC(C)=O)C(=O)NC2CCN(S(=O)(=O)c3cccc4ccccc34)CC2)cc1OC (stereo unspecified)	-3	2	-3	-4	0.7%	-0.9	-6	-10%	2
Cc1cccc(Nc2nc(N)c([N+](=O)[O-])c(NCc3ccccc3)n2)c1	16	2	2	0	1.5%	0.0	3	-16%	4
CCCn1cccc(C(=O)Nc2ccc(OC)cc2)c1=O	-2	3	-2	nt	-2.4%	0.5	1	3%	-3
N#CC1CN(C(c2ccccc2)c2ccccc2)C1	-2	3	29	7	0.4%	-1.2	6	-5%	-6
CCC1CCCCN1CCCNC(=O)c1c(O)nc2cc(C)ccn2c1=O (stereo unspecified)	15	3&0	-3&1	11	0.6%&3.1%	0.1&0.2	-1&-4	7%&0%	-14&-11
COc1ccc(Cl)cc1-n1c(N)c(C(N)=O)sc1=S	-17	4	-2	-3	0.6%	0.2	3	-12%	10
Cc1c(NS(=O)(=O)c2cccc3nsnc23)c(=O)n(-c2ccccc2)n1C	-7	1	-3	-6	-1.2%	0.5	-1	-7%	-90*
COc1ccccc1N1CCN(C(=O)CN(c2ccc(C)c(C)c2)S(C)(=O)=O)CC1	-8	-1	-6	nt	3.3%	0.1	7	-16%	2
COc1ccc(C2C3=C(CC(C)(C)CC3=O)Nc3c2c(=O)[nH]c2nc(C)nn32)cc1 (stereo unspecified)	-8	1	0	12	3.7%	0.4	4	-6%	-12
CCn1c2ccccc2c2cc(CN3CCN(Cc4ccc(Br)cc4)CC3)ccc21	-26	-1	3	-3	-1.1%	0.8	5	47%[activator]	29
Cc1ccc(NC2=NC(c3ccccc3)n3c(nc(C)cc3=O)N2)c(C)c1 (stereo unspecified)	-18	2	-4	-7	-0.2%	-0.6	-6	-8%	-15
COc1ccc([C@H]2CC(=O)C=C(c3ccc(Oc4ccccc4)cc3)C2)cc1OC	nt	2	-6	-3	1.2%	0.8	-6	nt	nt
COc1ccc(/C(O)=C2/C(=O)C(=O)N(CCCN3CCOCC3)C2c2ccc(N(C)C)cc2)cc1 (stereo unspecified)	7	2	-4	4	0.0%	0.6	-1	-13%	4
O=C(OCC#CCSc1nnc(-c2ccncc2)o1)c1cccs1	8	1	-1	5	0.3%	0.0	-1	-4%	-3
O=C(NCc1ccco1)c1nn(-c2ccccc2)c(=O)c2ccccc12	-13	0	-7	-3	0.1%	-0.5	7	-16%	-12
CC(=O)Nc1ccc(C2Nc3c(C)cc(C)cc3-c3cc(C)nn32)cc1 (stereo unspecified)	3	7	1	1	-2.0%	2.5	3	1%	-26
CCc1ccc(NC(=O)[C@H](NC(=O)[C@@H]2Cc3ccccc3CN2)c2ccccc2)cc1	-2	4	-4	-21	1.7%	-0.5	4	-20%	0
CC(C)Nc1nc(NC(C)C)nc(OCCOC(=O)c2ccccc2)n1	-6	-1	0	-1	1.3%	-0.7	-2	5%	-5
O=C(/C=C/c1c(F)cccc1Cl)Nc1ncccn1	20	1	-2	11	2.8%	-0.2	2	-5%	0
